Source: PubChem
FadD28 FP inh – inhibitors of FadD28 bisubstrate probe binding, primary screen, biochemical, fluorescence polarization, single point; inhibition, % at 12.5 µM; 0.22% of 360,000 active; AID 588549, 2011; in the data active = inhibition above about 8.5%, passing the limit was not always enough; inconclusive = no clear call, values can overlap the other calls
BoNT-A LC inh2 – BoNT/A light chain protease inhibitors, primary screen, biochemical, flow cytometry, MLPCN library | multiplex microsphere protease substrate cleavage | AID 588499, 2011 | inhibition, % at 10 µM | 0.17% of 360,000 active | Botulinum neurotoxin type A light chain protease (Clostridium botulinum A str. ATCC 3502); also: plate controls were buffer without enzyme for full effect and enzyme alone for no effect
Anthrax LF prot – Bacillus anthracis LF protease inhibitors, primary screen, biochemical, multiplex microsphere, MLPCN library; multiplex microsphere protease cleavage assay; inhibition, % at 10 µM; 0.12% of 360,000 active; also: plate controls were buffer without enzyme for full effect and enzyme alone for no effect
Mtb FBA inh – Mtb FBA enzyme inhibitors, primary screen, biochemical, fluorescence, strain H37Rv | inhibition, % at 1 µM | 2.3% of 360,000 active | AID 588726, 2011 | purified M. tuberculosis FBA, fluorescence read-out; in the data active = inhibition above about 27%;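 also: 0% = vehicle and 100% = reference inhibitor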
Target sequence (P9WQA3 whole entry, looked up): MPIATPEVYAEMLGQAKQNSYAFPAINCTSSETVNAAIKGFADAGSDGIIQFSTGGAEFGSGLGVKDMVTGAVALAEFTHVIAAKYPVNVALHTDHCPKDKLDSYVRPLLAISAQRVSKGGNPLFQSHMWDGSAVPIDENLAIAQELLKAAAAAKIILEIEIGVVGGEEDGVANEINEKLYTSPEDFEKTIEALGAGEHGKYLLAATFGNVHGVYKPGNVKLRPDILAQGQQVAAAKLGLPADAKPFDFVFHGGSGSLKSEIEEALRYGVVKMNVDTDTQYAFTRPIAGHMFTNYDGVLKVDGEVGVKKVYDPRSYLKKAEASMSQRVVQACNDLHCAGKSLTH
UGM FP inh – M. tuberculosis UGM enzyme inhibitors, primary screen, biochemical, fluorescence polarization, single point | UDP-galactopyranose mutase (Mycobacterium tuberculosis (strain ATCC 25618 / H37Rv)), … | purified UGM, fluorescence polarization probe displacement | inhibition, % at 10 µM | 0.06% of 320,000 active | AID 504406, 2011; in the data active = inhibition above about 10%, passing the limit was not always enough; inconclusive = no clear call, values can overlap the other calls
Target sequence (P9WIQ1 whole entry, looked up): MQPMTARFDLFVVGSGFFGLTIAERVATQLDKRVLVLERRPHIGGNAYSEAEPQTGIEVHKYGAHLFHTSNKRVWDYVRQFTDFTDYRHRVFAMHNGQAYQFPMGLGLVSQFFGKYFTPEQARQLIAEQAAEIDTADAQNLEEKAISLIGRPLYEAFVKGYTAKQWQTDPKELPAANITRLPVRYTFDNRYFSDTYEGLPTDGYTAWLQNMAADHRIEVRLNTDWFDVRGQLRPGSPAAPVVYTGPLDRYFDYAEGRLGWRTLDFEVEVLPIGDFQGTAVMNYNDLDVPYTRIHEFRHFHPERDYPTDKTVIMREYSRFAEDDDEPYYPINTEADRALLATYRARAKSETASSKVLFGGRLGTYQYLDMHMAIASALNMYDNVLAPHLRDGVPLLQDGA
PfHsp40 yeast – rescue of yeast from PfHsp40 toxicity, primary screen, S. cerevisiae, ATP luminescence; growth rescue, % at 12.5 µM; 0.68% of 340,000 active; S. cerevisiae expressing PfHsp40, growth rescue; in the data active = growth rescue above about 28%, passing the limit was not always enough; inconclusive = no clear call, values can overlap the other calls;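 also: yeast W303a lacking pdr1 and pdr3 grown in galactose medium; growth measured after three days at 30 °C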
BoNT-F LC inh – BoNT/F light chain protease inhibitors, primary screen, biochemical, flow cytometry, MLPCN library; AID 588497, 2011; Botulinum neurotoxin type F light chain protease (Clostridium botulinum); 0.22% of 360,000 active; inhibition, % at 10 µM; Multiplex microsphere protease cleavage assay; in the data active = inhibition above about 35%, passing the limit was not always enough; inconclusive = no clear call, values can overlap the other calls; also: plate controls were buffer without enzyme for full effect and enzyme alone for no effect
Mtb BioA inh – M. tuberculosis BioA enzyme inhibitors, primary screen, biochemical, plate reader, single point, HTS. 7,8-diaminopelargonic acid synthase BioA (Mycobacterium tuberculosis). purified M. tuberculosis BioA enzyme. inhibition, % at 9.99 µM. 0.096% of 360,000 active. AID 602481, 2012; in the data active = inhibition above about 40%; inconclusive = no clear call, values can overlap the other calls
GDH-TPI counter – GDH-TPI coupling enzyme inhibitors, primary screen, artefact control for M. tuberculosis FBA inhibitor project, biochemical, absorbance, full deck; GDH-TPI coupled enzyme counterscreen, NADH absorbance; inhibition, % at 4.8 µM; 1.2% of 360,000 active; in the data active = inhibition above about 30%;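 also: 0% = DMSO wells and 100% = wells lacking the enzyme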
Numbers without * were called inactive; ? = inconclusive; . = not tested or not shown; + = active, no number. Rule as the data show it, unless noted: active = inhibition above about 30%; inconclusive = no clear call, values can overlap the other calls; inactive = below that.

nr	Structure	FadD28 FP inh	BoNT-A LC inh2	Anthrax LF prot	Mtb FBA inh	UGM FP inh	PfHsp40 yeast	BoNT-F LC inh	Mtb BioA inh	GDH-TPI counter
1	O=C(CSc1nnc(CNC(=O)c2cccs2)o1)NC1CCCC1	0.3	-0.7	-1	7	-2.1	-0.1	-6	-1.0	-5
2	CCCC(=O)N1CCN(c2ccc(NC(=S)NC(=O)c3cccc(C)c3)cc2)CC1	2.4	-1.1	-2	2	1.1	9.5	-7	-0.1	3
3	Cc1ccc2nc(NC(=O)CSc3nnc(C)c(=O)n3N)sc2c1	-0.3	0.5	1	0	.	-1.0	1	-4.9	6
4	CCCS(=O)(=O)N1CCN(S(=O)(=O)c2ccccc2)CC1	-2.0	-0.9	6	-1	0.9	-0.5	2	0.0	5
5	COc1ccc(CCn2c(O)c(C=NCCN3CCCCC3)c(=O)[nH]c2=O)cc1OC	-0.5	4.4	2	1	-6.5	-0.9	6	-1.7	-14
6	CCOc1cc(/C=C2/C(=O)ON=C2C)ccc1O	-2.8	-2.2	-12	-9	2.2	0.0	-16	0.6	-5
7	C[C@@]12C(=O)Nc3ccc(Br)cc3C(=O)N1[C@H]1c3cc(Cl)ccc3OC[C@@H]1[C@@H]2c1ccccc1	-6.3	-0.1	-2	0	-2.0	-0.5	-3	-0.9	18
8	O=C(c1cccc(Cl)c1)N1CCC(c2nc3ccccc3[nH]2)CC1	-3.9	0.3	-3	3	-4.4	1.4	2	.	0
9	Cn1c(=O)c2c(ncn2CC(=O)Nc2cc(S(=O)(=O)N3CCCCC3)ccc2O)n(C)c1=O	-0.6	0.5	-2	0	8.8	-0.3	-2	-2.5	4
10	CC(OC(=O)c1cc[n+]([O-])cc1)C(=O)NCc1ccccc1 (configuration not stated)	0.2	2.5	-1	5	-2.7	1.2	5	-4.6	10
11	CCOc1ccc(-c2noc(COC)n2)cc1OC	-1.1	-0.3	-3	5	-2.2	-0.5	-4	0.9	-1
12	COC(CN(C(=O)CCl)C(C(=O)NC1CCCC(C)C1C)c1ccc(C)cc1)OC (configuration not stated)	-3.0	2.1	1	1	-0.2	-0.5	2	5.0	+
13	CC(=O)Nc1c2c(nn1-c1ccc(C)cc1C)CS(=O)C2 (configuration not stated)	-1.6	-1.0	-4	3	-3.7	-1.7	5	-2.1	9
14	CC(C)(C)OC(=O)NC(CO)c1cn([C@@H](Cc2cc3ccccc3[nH]2)C(=O)N2CCN(C(=O)OC(C)(C)C)CC2)nn1 (some centres not stated)	-1.9	-0.7	-1	-1	-0.4	-1.3	-3	0.2	-4
15	c1cncc(C(c2nnnn2C2CCCC2)N2CCCC2)c1 (configuration not stated)	-1.3	-0.2	-4	1	1.3	0.1	-3	0.7	1
16	Cc1ccc(NC(=S)N/N=C/c2c(C)nn(-c3ccccc3)c2N2CCCC2)cc1	-2.7	-0.4	-3	0	-1.0	0.8	0	.	15
17	COc1cc(/C=N/NC(=O)c2ccc(NC(=O)C3CCCCC3)cc2)ccc1O	-0.6	1.7	3	-2	-0.2	0.5	2	-0.5	35*
18	COc1cccc2c1C(=O)c1c(O)c3c(c(O)c1C2=O)CC(O)(C(C)=O)CC3OC1CC(N(C)C)C(O)C(C)O1 (configuration not stated)	60*	0.0	-8	-4	.	401*	-13	.	8
19	CC1CCc2sc(NC(=O)C3CC(Cl)=CCC3C(=O)O)c(C#N)c2C1 (configuration not stated)	1.1	-0.2	-5	-2	2.9	2.7	-2	.	5
20	CCC(C)n1c(C)cc(=O)n1C(C)CC (configuration not stated)	-1.2	0.0	-2	1	.	-0.5	-13	-0.6	8
21	OC(COc1ccccc1)CN1CCN(CC(O)COc2ccccc2)CC1 (configuration not stated)	-0.3	-0.7	0	-1	1.8	0.3	-8	.	-1
22	CCOc1cc(-c2nc(-c3ccncc3)no2)cc(OCC)c1OCC	-0.5	0.2	-6	3	-1.1	0.7	-3	-0.4	1
23	COCCN(C(=O)CSc1nc2ccccc2c(=O)n1C(C)COC)c1c(N)n(Cc2ccccc2)c(=O)[nH]c1=O (configuration not stated)	-5.6	-0.2	4	0	0.4	0.4	-4	.	-2
24	Cc1csc(Nc2ccccc2)n1	-2.2	-0.2	-3	3	2.0	-1.7	2	.	1
25	CC(C)(C)NC(=S)NC(C)(C)C	-3.7	2.2	-1	2	.	-3.9	-19	-1.5	-12
26	CCOc1ccc(NC(=O)CN2CCN(c3ccccc3C)CC2)cc1S(=O)(=O)N1CCCC1	-4.1	-0.3	-4	-1	0.5	0.7	-3	11	-1
27	C=CCn1c(=O)c2c(C)c(C)sc2n2c(Nc3ccc(OC)cc3)nnc12	-1.2	0.3	1	3	2.4	2.4	5	6.7	2
28	Cc1ccc(C(=O)NNC(=O)c2cccc3ccccc23)cc1	-1.7	0.0	-3	0	.	1.3	-2	0.3	-2
29	Cc1cccc(/C=N/NC(=O)c2cc(Br)ccc2OCc2ccccc2)n1	-1.0	-6.6	-9	-1	0.8	-0.1	-25	.	7
30	COc1ccc(NC(=O)c2ccc(N3CCOCC3)nc2)cc1	-3.5	-0.6	-1	-2	-0.3	0.4	-11	0.2	2

Screen by screen, as entered above.
BoNT-F LC inh, entries 21 to 27: -8, -3, -4, 2, -19, -3, 5
UGM FP inh, entries 21 to 27: 1.8, -1.1, 0.4, 2.0, ., 0.5, 2.4
Mtb BioA inh, entries 21 to 27: ., -0.4, ., ., -1.5, 11, 6.7

The list continues.
nr	Structure	FadD28 FP inh	BoNT-A LC inh2	Anthrax LF prot	Mtb FBA inh	UGM FP inh	PfHsp40 yeast	BoNT-F LC inh	Mtb BioA inh	GDH-TPI counter
31	N#Cc1ccc(-c2cccs2)nc1SCc1cccnc1	-4.8	9.1	?	34*	0.8	.	19	0.7	-2
32	Cc1cc(-c2onc3ccc(Cl)cc23)ccc1O	-0.4	-0.2	-4	0	3.8	1.0	6	0.2	4
33	CC1CCN(C(=O)CNC(=O)Cc2ccccc2)CC1	-0.9	-0.2	4	-2	1.2	-0.8	-4	0.7	-1
34	COc1cc(C(=O)Nc2nnc(-c3sccc3C)s2)cc(OC)c1OC	-2.6	0.0	-4	8	0.0	-0.2	-4	-0.7	23
35	CCOC(=O)c1cnc2cc(Cl)c(OC)cc2c1NCC1CCCO1 (configuration not stated)	-3.7	0.8	-1	2	-1.0	-2.2	-5	-0.6	10
36	CCN(CC)S(=O)(=O)c1ccc(O)c(NC(=O)CN2CCc3ccccc3C2)c1	-3.6	-0.8	-3	-1	1.2	0.3	-2	.	-9
37	C[C@]12CCC(O)CC1=CCC1C2CC[C@]2(C)/C(=N\NC(N)=S)CCC12 (some centres not stated)	-2.3	1.0	8	2	0.6	4.8	-8	-0.1	-5
38	Nc1cccc(/C=C/c2ccncc2)c1	-23	-7.9	-7	-3	2.0	-0.8	?	.	8
39	O=C(C1CCN(c2nnc(-n3cccc3)s2)CC1)N1CCCCC1	-1.6	0.6	0	-1	-1.0	0.3	-1	-0.5	-9
40	COc1ccc(CNC(=O)O[C@@H]2C[C@H]3C(=O)N(c4ccccc4)C(=O)[C@H]3[C@@]3(CN(S(=O)(=O)c4ccc(C)cc4)C[C@H]3C)[C@@H]2O)cc1OC	-2.7	-0.2	-6	3	.	.	-4	0.5	4
41	c1ccc2c(c1)OCCOCCOCCO2	2.1	0.5	-5	5	-1.0	0.6	-7	-1.9	-5
42	CC(C)(C)NC(=O)N1c2ccccc2Sc2ccccc21	-2.1	1.0	-15	7	0.9	-2.0	19	0.3	14
43	COc1cccc(CNC(=O)CN2C(=O)NC(Cc3ccccc3)(c3ccccc3)C2=O)c1 (configuration not stated)	-1.0	-0.7	-8	0	-0.1	-0.1	-11	2.4	2
44	CC(C)Nc1nnc(SC(C)C(=O)Nc2ccc(Cl)cn2)s1 (configuration not stated)	0.0	-1.0	-6	2	-5.4	-0.9	4	.	-7
45	CC1CCCC(NC(=O)CSC2=Nc3ccccc3C3CC=NN23)C1C (configuration not stated)	2.1	-9.7	1	4	-2.5	0.4	-18	1.0	2
46	CCN(CC)C(=O)CSc1nnc(C2CCCCC2)o1	1.2	-0.4	-3	8	2.4	1.1	-3	-0.9	6
47	CCCOc1ccc(-c2nc(OC)c3ccccc3n2)cc1	-1.0	-0.1	-2	1	-1.7	0.0	-6	-1.4	5
48	Cc1ccc(SC(C)C(=O)N2CCN(c3ccccc3)CC2)cc1 (configuration not stated)	-1.1	-11	-13	0	1.7	-1.1	?	2.6	-1
49	CCOC(=O)N1CCN(S(=O)(=O)c2ccc3[nH]c(=O)sc3c2)CC1	-0.9	-0.1	-2	1	-0.6	-0.2	-10	-0.4	6
50	Cc1[nH]c2ccccc2c1/C=N/NC(=O)CNC(=O)c1cccs1	0.5	-3.9	26	-1	2.3	5.7	?	.	26
51	CN(C)S(=O)(=O)c1ccc(NC(=S)NC(=O)C2CCC2)cc1	-1.9	.	.	3	-1.1	-1.1	.	0.6	1
52	Cc1ccc(C)c(OCCC(=O)OCC(=O)NCCNC(=O)COC(=O)CCOc2cc(C)ccc2C)c1	-4.1	-0.7	2	1	-0.3	-0.4	-2	-2.6	-5
53	COc1ccc(-c2cccc(NS(=O)(=O)c3cccc([N+](=O)[O-])c3)c2)nn1	-0.3	-3.4	0	1	.	-0.1	6	0.5	0
54	CC1(C)Cc2c(cnn2-c2ccccc2)C(=O)/C1=N\NC(=O)c1ccncc1	-1.6	1.0	4	-3	-1.8	-0.7	4	-0.5	23

3 structures out of the list, arranged by molar mass, low to high:
nr	Structure	FadD28 FP inh	BoNT-A LC inh2	Anthrax LF prot	Mtb FBA inh	UGM FP inh	PfHsp40 yeast	BoNT-F LC inh	Mtb BioA inh	GDH-TPI counter
11	CCOc1ccc(-c2noc(COC)n2)cc1OC	-1.1	-0.3	-3	5	-2.2	-0.5	-4	0.9	-1
35	CCOC(=O)c1cnc2cc(Cl)c(OC)cc2c1NCC1CCCO1 (configuration not stated)	-3.7	0.8	-1	2	-1.0	-2.2	-5	-0.6	10
12	COC(CN(C(=O)CCl)C(C(=O)NC1CCCC(C)C1C)c1ccc(C)cc1)OC (configuration not stated)	-3.0	2.1	1	1	-0.2	-0.5	2	5.0	+
